Screening results as filed in PubChem BioAssay.
Shn3 inh set2: reduces Shn3 3'UTR luciferase signal in osteoblasts. Clone20 osteoblast Shn3 3'UTR firefly luciferase, 24 h. inhibition, % at 12.5 µM. 0.52% of 360,000 active;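 active = mean inhibition of at least 75% with every replicate also reaching 75%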;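 note: 0% = median of neutral control wells and 100% = pilot-screen positive control compound; some compounds past the cut are filed as inactive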
H9c2 protect: protects H9c2 cardiomyocytes from peroxide injury. H2O2 injury protection, ATPLite, 2 h. protection from H2O2 cell death, % at 20 µM. AID 588492. 0.63% of 360,000 active;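 active = compounds giving at least 50% protection of heart cells from peroxide-induced death in the single-dose screen, raw or plate-pattern-corrected value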;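 note: 0% = DMSO wells with peroxide and 100% = DMSO wells without peroxide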
PDI inh: inhibitors of human protein disulfide isomerase; P07237; PDI insulin aggregation turbidity, A650, 90 min; inhibition, % at 10 µM; 0.052% of 350,000 active; AID 588391;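 active = mean inhibition across replicates of 30% or more, whatever share of single replicates reach that level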;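 note: absorbance from insulin aggregation driven by PDI reduction with DTT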
Target sequence (P07237 whole entry, looked up): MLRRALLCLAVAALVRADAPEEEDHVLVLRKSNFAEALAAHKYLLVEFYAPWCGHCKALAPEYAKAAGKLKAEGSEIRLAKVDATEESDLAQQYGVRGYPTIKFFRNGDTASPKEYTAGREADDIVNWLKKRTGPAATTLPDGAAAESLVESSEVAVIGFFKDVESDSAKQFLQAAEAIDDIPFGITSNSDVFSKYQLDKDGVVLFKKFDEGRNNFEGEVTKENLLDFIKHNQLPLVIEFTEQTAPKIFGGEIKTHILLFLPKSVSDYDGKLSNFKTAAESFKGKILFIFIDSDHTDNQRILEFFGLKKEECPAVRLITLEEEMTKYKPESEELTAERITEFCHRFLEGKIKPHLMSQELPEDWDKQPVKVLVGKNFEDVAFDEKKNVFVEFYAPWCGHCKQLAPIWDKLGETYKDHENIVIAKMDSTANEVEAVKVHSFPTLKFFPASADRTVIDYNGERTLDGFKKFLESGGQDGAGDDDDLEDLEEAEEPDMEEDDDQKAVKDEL
Peg3 promoter: Peg3 promoter activity inhibition | HeLa PEG-Prom luciferase reporter, luminescence, overnight | inhibition, % at 20 µM | 1.7% of 360,000 active;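 active = inhibition of at least 50% at 20 µM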
NR2E3 ag-1: activates human photoreceptor nuclear receptor NR2E3; Q9Y5X4; GST-NR2E3/biotin-RetCOR TR-FRET, 1536-well; inhibition of corepressor binding, % at 4.78 µM; 0.12% of 320,000 active; AID 2300;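 active = percent inhibition above the cutoff of mean plus 3 SD of all tested compounds, set per screening campaign, cut at about 20% in these data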;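 note: 0% = DMSO wells and 100% = biotin wells as full block of FRET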
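System: GST-NR2E3 and biotin-RetCOR proteins; probe or stimulus: 7 nM biotin-RetCOR; doses: compound at 4.8 µM, single dose; schedule: Compound–protein incubation for 5 h at 4 °C; detection: time-resolved FRET; read-out: percent inhibition; controls: biotin wells as high control, 0.6% DMSO wells as low control; format: 1536-well plates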
CaV13 ICDI inh: Primary screen for inhibitors of IQ motif and Ca2+-dependent inactivation inhibitor domain binding in CACNA1D, Förster resonance energy transfer in living cells, … | inhibition, % at 12.3 µM | 0.098% of 340,000 active | HEK cells, CFP/YFP FRET ICDI-IQ, plate reader, 10 min; percent FRET-ratio fall versus neutral wells;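 active = mean replicate inhibition of at least 30% and at least 1% of replicates passing that level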;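 note: 0% = median of the neutral control wells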
MITF TRPM1 inh: MITF TRPM1 promoter inhibition in SK-MEL-5 cells; inhibition, % at 12.5 µM; SK-MEL-5 TRPM1 promoter luciferase, 24 h; 0.83% of 330,000 active;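 active = mean inhibition across replicates of 60% or more, whatever share of single replicates reaches that level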; note: values of inactives mirror those of a sister screen read the other way
hiPSC survival: hiPSC single-cell survival enhancement | ATPlite luminescence; 100% = ROCK inhibitor wells, 0% = DMSO | survival enhancement, % at 20 µM | 0.044% of 360,000 active; in the data active = survival enhancement above about 18%;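 note: cells exposed to compounds for 16 hours before the ATP read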
HTR2A ag: mouse HTR2A agonism via beta-arrestin recruitment | CHO-K1 mHTR2A beta-arrestin complementation, luminescence; percent of 30 µM serotonin response | 0.66% of 360,000 active | activation, % at 7.6 µM;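 active = activation above a run cutoff, the mean activation of all tested compounds plus 3 SD, cut at about 14% in these data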;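 note: 0% = plate median of compound wells and 100% = 30 µM serotonin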
Target sequence (P35363 whole entry, looked up): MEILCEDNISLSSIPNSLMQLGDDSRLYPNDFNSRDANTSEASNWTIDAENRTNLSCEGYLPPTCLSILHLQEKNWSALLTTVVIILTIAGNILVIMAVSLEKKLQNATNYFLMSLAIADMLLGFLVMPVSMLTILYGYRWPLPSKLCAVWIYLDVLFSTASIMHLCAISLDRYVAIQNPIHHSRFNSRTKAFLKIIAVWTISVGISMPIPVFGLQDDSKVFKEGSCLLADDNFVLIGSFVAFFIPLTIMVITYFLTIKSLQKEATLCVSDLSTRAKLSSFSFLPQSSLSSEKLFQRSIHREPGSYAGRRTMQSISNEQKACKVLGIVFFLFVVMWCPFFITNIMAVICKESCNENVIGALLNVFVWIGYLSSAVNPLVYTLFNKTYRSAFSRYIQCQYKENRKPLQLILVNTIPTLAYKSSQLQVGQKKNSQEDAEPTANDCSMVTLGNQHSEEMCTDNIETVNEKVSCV
HIF-2a inh: blocks HIF-2a reporter activity; 786-0 RCC cells HIF-2a reporter, luciferase luminescence, overnight; 0.72% of 360,000 active; AID 624352; inhibition, % at 18.8 µM;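 active = inhibition of the luminescence signal of 40% or more relative to plate controls, in a single-dose primary screen at 18.75 µM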
NR2E3 ag-2: agonists of human NR2E3 nuclear receptor. Q9Y5X4. CHO-S Gal4-NCOR/VP16-NR2E3 two-hybrid, luciferase. inhibition of corepressor binding, % at 3.98 µM. 0.35% of 360,000 active. AID 602229;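 active = inhibition above the mean of all tested compounds plus 3 SD, cut at about 70% in these data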;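 note: 0% = DMSO with NR2E3 transfected cells and 100% = cells lacking NR2E3 construct; higher means lower luciferase signal from less NR2E3 corepressor binding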
Numbers without * were called inactive; · = not tested or not shown.

SMILES	Shn3 inh set2	H9c2 protect	PDI inh	Peg3 promoter	NR2E3 ag-1	CaV13 ICDI inh	MITF TRPM1 inh	hiPSC survival	HTR2A ag	HIF-2a inh	NR2E3 ag-2
O=C(NCCCN1CCCCCC1)C1CCCN(S(=O)(=O)c2cccc3nsnc23)C1 (configuration not stated)	-2	-5	0	10	-2	2	2	-0.5	5	15	-7
N#CCC(=O)NNC(=S)NC(=O)C(c1ccccc1)c1ccccc1	-8	8	3	12	-2	5	8	0.4	4	14	-5
COCCOC(=O)C1=C(C)NC(=O)NC1c1ccco1 (configuration not stated)	10	8	14	1	0	-21	·	0.9	3	17	-11
CCOC(=O)c1cc[nH]c1C	-6	7	0	-10	5	-1	2	-0.6	0	18	-17
COc1ccc(CC(=O)Nc2ccc3c(c2)C(=O)N(CCC(=O)O)C3=O)cc1	6	6	16	2	5	-20	1	-0.7	4	16	1
COc1ccc(CCN2CC(C(=O)O)CC2=O)cc1OC (configuration not stated)	5	2	0	6	-3	-3	2	1.2	0	17	11
COc1ccc(NC(=O)Nc2nnc(-c3ccccc3SCc3ccccc3)s2)cc1	7	-3	4	-2	-2	-5	-9	1.2	-1	17	-30
COCCNC(=O)C1(C)CCCN(C(=O)c2ccc3c(c2)CCO3)C1 (configuration not stated)	3	3	9	-13	·	-5	·	11	2	1	-13
CCn1c(CNC(=O)c2ccccc2F)cc2cc(C)ccc21	-15	9	-2	-65	·	-21	-18	-0.9	-3	-150	-35
CCS(=O)(=O)Nc1ccc(Cc2ccncc2)cc1	7	1	13	7	-1	-3	-1	-0.3	0	4	-13
CCc1ccc2oc(-c3cc(N)ccc3O)nc2c1	1	-30	9	19	2	·	-21	-5.9	-1	22	-132
O/N=C(/c1ccccc1)c1cc2cc(Br)cc(Br)c2o1	-16	-10	-10	-75	-5	-7	-10	0.3	3	-139	-23
Cc1cccc(N(CC(=O)NC(C)(C)C)C(=O)CS(=O)CC(=O)Nc2ccc3c(c2)OCO3)c1 (configuration not stated)	-9	11	2	-2	0	-5	·	0.7	4	-5	-14
CCOC(=O)c1ccc(N2C(=O)CC(NNC(=O)c3ccc(Br)s3)C2=O)cc1 (configuration not stated)	-32	0	-157	9	-1	-4	·	0.0	0	10	-17
O=S1(=O)CC(O)C(Nc2ccccc2)C1 (configuration not stated)	-13	-2	5	6	3	·	-9	-1.7	9	8	22
O=C(COc1ccccc1/C=C\c1[nH]c(=O)[nH]c(=O)c1[N+](=O)[O-])Nc1ccccc1	-7	-2	15	-38	4	-4	3	-0.5	6	-28	-4
O=C(NNC(=O)c1ccc(Cl)s1)c1csc(N2CCOCC2)n1	-3	0	2	-2	3	-4	-4	0.0	13	-3	0
CCOc1ccc(NS(=O)(=O)c2ccc(C(=O)NCC(c3ccc(OC)cc3)N3CCCC3)cc2)cc1 (configuration not stated)	-10	8	-7	15	-4	·	-18	-0.3	-16	-13	23
Cc1[nH]c(=O)[nH]c(=O)c1/C=N/NC(=O)CCNC(=O)OC(C)(C)C	1	4	2	12	-3	-7	-7	0.0	4	2	-9
Cc1nnc2c(NCC(C)c3ccccc3)nc3ccccc3n12 (configuration not stated)	-1	9	0	24	·	-21	38	1.2	1	2	-11
Cc1c(C(=O)NNC(=S)Nc2ccc(S(N)(=O)=O)cc2)oc2ccccc12	-18	6	-4	-13	2	-6	4	1.4	-3	-32	-28
COC(=O)c1cc(NS(=O)(=O)c2ccc(C(C)C)cc2)ccc1N1CCOCC1	13	-6	-4	3	-3	11	-2	-0.2	2	3	20
O=C(COC(=O)c1ccc(NS(=O)(=O)c2ccc3c(c2)OCCO3)cc1)NCC1CCCO1 (configuration not stated)	1	-5	2	5	-2	-4	-3	-4.1	0	2	-32
CCn1nnnc1-c1ccc(OC)c(S(=O)(=O)Nc2ccc(C(=O)OC)cc2)c1	-1	3	4	6	4	-17	16	-0.5	2	-6	0
CC1CCCC(C)N1/N=C/c1ccc(C(=O)O)cc1 (configuration not stated)	2	-1	-1	2	-3	-4	3	0.1	-2	5	1
Nc1ccc(C(=O)N2CCN(S(=O)(=O)/C=C/c3ccccc3)CC2)cc1[N+](=O)[O-]	9	-5	1	22	0	-4	-4	1.0	3	21	0
Cc1ccccc1C(=O)NCC(=O)c1ccccc1	-87	-6	2	-195	1	-5	·	-0.2	-3	-158	-111
CC(C)C[C@@H](CNCC(=O)[C@H](Cc1ccccc1)NC(=O)c1[nH]cnc1C(=O)N[C@H](CN)CC(C)C)NC(=O)c1nc[nH]c1C(=O)N[C@@H](CC(=O)O)C(=O)O	-10	4	4	-8	·	-5	0	0.0	-3	-12	-2
Nc1ccn(C2OC(CCl)C(O)C2O)c(=O)n1 (configuration not stated)	17	-1	0	25	·	-5	·	-2.9	-3	-1	-10
CCCS(=O)(=O)NCCc1csc(-c2ccc(OC)c(OC)c2)n1	25	-7	0	3	-1	-4	6	0.2	5	11	-10

(listing goes on)
SMILES	Shn3 inh set2	H9c2 protect	PDI inh	Peg3 promoter	NR2E3 ag-1	CaV13 ICDI inh	MITF TRPM1 inh	hiPSC survival	HTR2A ag	HIF-2a inh	NR2E3 ag-2
CCN1CCN(Cc2c(O)ccc3c2O/C(=C\C=C\c2ccccc2)C3=O)CC1	0	4	-10	108*	-1	-15	57	3.1	-1	92*	-6
Cc1cc(C)cc(NC(=O)NC2CCN(CC(=O)Nc3cccc(Cl)c3C)CC2)c1	-12	-6	-4	20	5	-4	3	-0.2	2	27	-8
COc1ccc(NS(=O)(=O)c2ccc(-n3nnc4ccccc43)c([N+](=O)[O-])c2)cc1	1	-14	-4	12	-1	-7	4	3.1	-15	-6	54
COc1ccc(C(=O)Nc2ccc(N3CCCCC3)cc2)cc1Br	-1	-5	6	-76	-4	-14	-63	1.7	-1	-137	-78
CCN1C(=O)/C(=C/c2cnn(CC)c2C)SC1=S	7	-7	-4	-140	1	-15	-37	-1.9	1	-64	-3
Cc1ccc(NC(=O)CC(=O)c2ccccc2)cc1C	-94	-6	-15	-299	4	-5	-139	-0.4	-9	-258	-128
COc1ccc2[nH]c(C)c(C(=O)CN(C)C)c2c1	8	-2	0	5	0	·	6	-1.9	-1	-5	-11
O=C(Nc1ccccc1)c1cc2ccccc2c(=O)s1	-60	9	-14	-270	-1	-16	-75	-1.2	-4	-184	-8
Nc1nc(Cn2nnc(-c3ccccc3F)n2)nc(N2CCOCC2)n1	-23	-1	16	-5	0	·	9	-0.2	2	-1	-17
CCOC(=O)c1ccc2c(c1)nc(C)n2CC	·	-2	0	-146	1	·	-29	-1.8	2	-175	-74
O=C(CCCC(=O)N(CC(=O)NC1CCCCC1)Cc1ccc2c(c1)OCO2)Nc1ccccn1	-13	5	1	7	0	·	7	-1.1	3	17	4
C=CCSc1nnc(CNC(=O)c2ccccc2C)n1C(C)C	-5	4	-14	11	-2	5	9	0.5	-2	13	21
COc1ccccc1C(CNC(=O)c1ccco1)N1CCCC1 (configuration not stated)	-16	-2	3	-22	1	-8	19	0.9	7	-40	-7
COc1cc(OC)cc(-n2nnnc2SCC(=O)NCc2ccc3c(c2)OCO3)c1	12	-2	-2	17	7	-9	9	0.3	8	10	-20
C#CCOCCOCCOCCNc1nc(N2CCN(C(=O)[C@H](C(C)C)n3cc(CCO)nn3)CC2)nc(N2CCN(C(=O)[C@H]([C@@H](C)CC)n3cc(CCC(=O)O)nn3)CC2)n1	4	0	11	0	·	-10	6	-0.5	1	12	13
COc1ccc(Nc2nc(-c3ccccc3)nc3ccccc23)cc1	4	-4	-9	4	4	-19	15	-0.2	8	-35	-9
Cc1cn(C(=O)c2ccccc2)c(=S)n1-c1ccc(Br)cc1	-3	2	-18	-2	0	-4	0	-2.7	-1	-7	-27
Cc1ccc(NS(=O)(=O)c2c(C)[nH]c(C)c2C(=O)N2CCCCC2)cc1Cl	-26	1	0	5	1	-3	11	0.2	2	8	-26
COc1ccc(N2CCN(C(=O)c3ccccc3NC(=O)C3=C(C)OCCS3)CC2)cc1	4	-1	10	1	3	-2	0	0.4	4	16	-22
CNCc1c(C)nn(-c2ccccc2)c1C	-4	1	-4	1	0	2	21	-0.5	-3	13	0
COc1ccc(CNC(=S)N/N=C/c2ccc(OC)c(OC)c2)cc1	-7	-2	1	10	-1	·	-4	-2.1	2	8	-11
Cn1c(-c2ccccc2)cnc1SCC(N)=O	-2	-4	-2	-10	-3	-9	5	-0.8	-7	1	-32
O=C(N/N=C/c1ccccc1Cl)c1[nH]c2ccc(Br)cc2c1-c1ccccc1	10	-7	-16	14	2	-3	53	-1.6	-3	13	21
Fc1cccc(Cl)c1Cn1ncc2ccccc21	-11	3	3	-52	·	-11	-7	-0.8	-8	-110	-9
O=C(c1ccc(-c2ccccc2)cc1)N1CCN(c2ccccc2F)CC1	-8	8	4	-8	2	10	13	-0.5	-5	-12	-26
COc1ccc2c3c(cccc13)C(=O)N(O)C2=O	-7	-1	15	6	-3	-18	6	4.0	1	6	19
O=C(N/N=C/c1ccc(N2CCOCC2)s1)c1ccc(NS(=O)(=O)c2cccs2)cc1	0	-2	-8	1	1	-20	-4	-0.6	-7	-13	-31
Cc1cc(C)c2c(-n3cccc3)c(C(=O)NNS(=O)(=O)c3ccc(F)cc3)sc2n1	-18	8	-6	-1	-1	-4	9	-1.3	7	17	15
CCOC(=O)C1CCCN(C(=O)C2CCN(S(=O)(=O)CC)CC2)C1 (configuration not stated)	-10	-3	3	-14	1	-6	37	-0.4	3	15	-7
CN(C)c1ccc(C2N(c3ccc(Cl)cc3)C(=O)C3CCCN32)cc1 (configuration not stated)	-15	4	·	-16	-1	-2	10	0.0	2	4	6

Record cards, from the list above. Order of screens: Shn3 inh set2, H9c2 protect, PDI inh, Peg3 promoter, NR2E3 ag-1, CaV13 ICDI inh, MITF TRPM1 inh, hiPSC survival, HTR2A ag, HIF-2a inh, NR2E3 ag-2
Cc1ccc(NS(=O)(=O)c2c(C)[nH]c(C)c2C(=O)N2CCCCC2)cc1Cl as listed: -26, 1, 0, 5, 1, -3, 11, 0.2, 2, 8, -26
C#CCOCCOCCOCCNc1nc(N2CCN(C(=O)[C@H](C(C)C)n3cc(CCO)nn3)CC2)nc(N2CCN(C(=O)[C@H]([C@@H](C)CC)n3cc(CCC(=O)O)nn3)CC2)n1 as listed: 4, 0, 11, 0, ·, -10, 6, -0.5, 1, 12, 13

Next part
SMILES	Shn3 inh set2	H9c2 protect	PDI inh	Peg3 promoter	NR2E3 ag-1	CaV13 ICDI inh	MITF TRPM1 inh	hiPSC survival	HTR2A ag	HIF-2a inh	NR2E3 ag-2
CS(=O)(=O)N1CCC(Oc2ccccc2C(=O)NCCCc2cccnc2)CC1	-3	18	-4	22	0	-18	-5	2.1	-5	16	-3
COc1ccc(CCNC(=O)c2ccc3nc[nH]c3c2)cc1	-7	2	-6	2	4	-3	3	0.5	2	-10	-28
CC1CCN(C2=C(NS(=O)(=O)c3ccc(Br)cc3)C(=O)c3ccccc3C2=O)CC1	-21	-8	4	-42	-2	-15	11	0.1	3	-150	-59
CCC(=O)NNc1nc2c(C)cc(C)cc2s1	-20	-3	4	-2	-17	-6	1	0.6	2	-32	-4
COc1cccc(C(=O)Nc2ccccc2C(=O)NC2CC2)c1	-16	0	4	9	-2	-5	4	-0.3	1	-7	14
